# TDP1 block: blocks human tyrosyl-DNA phosphodiesterase 1 | recombinant TDP1, AlphaScreen DNA substrate cleavage | AID 485290 | Q9NUW8 | 0.28% of 350,000 active | Potency, µM (series often up to 130 µM), without a hit: at the top dose activity change, negative = inhibition, actives largely listed as inhibitors; also: nearly all actives have a fitted effect of over 40% in size
# Target sequence (Q9NUW8 whole entry, looked up): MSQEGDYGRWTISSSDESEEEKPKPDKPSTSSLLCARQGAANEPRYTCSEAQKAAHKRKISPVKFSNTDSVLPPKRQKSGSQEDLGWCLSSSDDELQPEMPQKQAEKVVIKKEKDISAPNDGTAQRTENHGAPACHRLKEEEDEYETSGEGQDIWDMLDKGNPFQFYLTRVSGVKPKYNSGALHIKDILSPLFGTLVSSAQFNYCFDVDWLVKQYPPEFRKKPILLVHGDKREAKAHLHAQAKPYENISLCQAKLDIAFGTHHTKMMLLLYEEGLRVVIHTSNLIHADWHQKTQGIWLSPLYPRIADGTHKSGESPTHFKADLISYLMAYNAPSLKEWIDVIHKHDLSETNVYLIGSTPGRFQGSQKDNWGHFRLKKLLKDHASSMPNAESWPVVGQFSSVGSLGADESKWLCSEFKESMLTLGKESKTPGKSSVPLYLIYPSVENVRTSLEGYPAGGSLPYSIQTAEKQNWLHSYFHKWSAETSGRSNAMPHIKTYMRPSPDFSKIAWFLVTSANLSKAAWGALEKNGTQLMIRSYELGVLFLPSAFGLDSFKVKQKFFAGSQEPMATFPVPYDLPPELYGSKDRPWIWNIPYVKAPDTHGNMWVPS
#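 Tdp1 1 nM final; 15 min RT w/ cpd; substrate 15 nM, 5 min; beads 10 ug/ml, 10 min; AlphaScreen read. Neg ctrl: no enzyme.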
# DT40 TDP1 no CPT: qHTS for Inhibitors of human tyrosyl-DNA phosphodiesterase 1 (TDP1): qHTS in cells in absence of CPT. Potency, µM (top dose mostly 46.2 µM), for inactives: at the highest dose activity change, negative = growth inhibition, actives largely listed as inhibitors. DT40 Tdp1-/- hTDP1 cells, no CPT, ATP luminescence, 48 h. 15% of 420,000 active. AID 686978, 2013; also: nearly all actives have a fitted effect of over 55% in size
#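 Chicken DT40 Tdp1-/- cells complemented with human TDP1, screened without camptothecin (DMSO vehicle only), 400 cells/well. Compounds pin-transferred, cells incubated at 37 °C for at least 48 hr. Growth read as ATP-dependent luminescence (CellTiter-Glo, 30 min at RT).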
# KAT2A inh: inhibitors of human GCN5L2 histone acetyltransferase. Q92830. GCN5L2 HAT assay, ThioGlo1 CoA-SH fluorescence. Potency, µM (top dose mostly 58.9 µM), for the others: top-dose activity change, negative = inhibition, hits mostly inhibitors. 0.21% of 390,000 active. AID 504327
#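 Free CoA generated was detected with ThioGlo1 (50uM) fluorescence at Ex340nm/Em540nm, read immediately and after 20 min at room temperature. Enzyme, 20 nM in HEPES pH 7.5 buffer, saw compounds 15 min before adding 75uM H3(1-25) peptide and 70uM acetyl-CoA.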
# * marks the source's active call; other numbers are inactive results; ? = inconclusive; / = not tested or not shown; & = joins results of further samples; [ ] = remark or other dose. Calls follow the shape of the dose curve; as a rule, active = well fitted curve in the direction sought with a large enough effect; inconclusive = small, poorly fitted or top-dose-only effect, or another doubt; inactive = no such curve, though single readings can be large; an effect the other way counts as inactive or inconclusive. % is scaled to controls: 0 for no effect and ±100 for the full control effect; potency is read from the fitted curve at half-maximal effect.
# Start of the data: the first six records as a preview:
SMILES,TDP1 block,DT40 TDP1 no CPT,KAT2A inh
CC(C)Cn1c(SCC#N)nc2ccccc2c1=O,5%&0%,?,-2%
COc1cccc(N(C(=O)CNC(=O)c2ccco2)C(C(=O)NC2CCCCC2)c2ccncc2)c1 (centres undefined),0%,-21%,-5%
Cc1nc(NC(=O)c2ccco2)sc1C(=O)Nc1ccc(Br)cc1,5%,-16%,-2%
S=C(Nc1cccc(Cl)c1)NC1CCCCC1,-2%,-29%,4%
Oc1ccc(-c2nnc(-c3ccc(O)cc3)nn2)cc1,4%,-2%,0%
C[N+](C)(CCCOc1ccccc1)c1ccccc1,3%[56.1 µM],/,-3%[21.4 µM]

# Main list, repeating the preview:
SMILES,TDP1 block,DT40 TDP1 no CPT,KAT2A inh
CC(C)Cn1c(SCC#N)nc2ccccc2c1=O,5%&0%,?,-2%
COc1cccc(N(C(=O)CNC(=O)c2ccco2)C(C(=O)NC2CCCCC2)c2ccncc2)c1 (centres undefined),0%,-21%,-5%
Cc1nc(NC(=O)c2ccco2)sc1C(=O)Nc1ccc(Br)cc1,5%,-16%,-2%
S=C(Nc1cccc(Cl)c1)NC1CCCCC1,-2%,-29%,4%
Oc1ccc(-c2nnc(-c3ccc(O)cc3)nn2)cc1,4%,-2%,0%
C[N+](C)(CCCOc1ccccc1)c1ccccc1,3%[56.1 µM],/,-3%[21.4 µM]
O=C(O)c1ccccc1NCc1ccco1,-3%,?,?
CCOC(=O)c1nn(-c2ccccc2C)c(=O)cc1OCC(=O)Nc1cccc(OC)c1,10%,-11%,-7%
COc1ccc(OC)c(CNc2ccc(F)c(Cl)c2)c1,5%,-13%,-4%
Nc1ccc(Cl)c(-c2nc3ncccc3o2)c1,4%,-7%,?
O=C(Cc1cccs1)Nc1nnc(Cc2ccccc2)s1,/,?,-29%
Cc1ccc(C2=CC(c3cccs3)n3nnnc3N2)cc1 (centres undefined),2%,1%,0%
COc1ccc(C2C=C(c3ccccc3)Nc3ncnn32)cc1 (centres undefined),9%,?,?
O=C(Nc1nnc(COc2ccc(F)cc2)s1)c1cccs1,-3%,-19%,2%
COC(=O)C1CC(O)CN1C(=O)Nc1ccccc1 (centres undefined),7%,24%,-1%
O=C1NC(=S)N/C1=C\C=C\c1ccccc1,-1%,-21%,30%
Cn1c(=O)c2c(c3ccccc31)OC(=O)CC2c1ccccc1 (centres undefined),4%,-8%,-4%
CC(=O)Nc1ccc(C(=O)Nc2ccc3c(c2)OCO3)cc1,7%,2%,3%
COc1ccc(CCNC(=O)C(=O)NCC2OCCN2S(=O)(=O)c2ccc(F)cc2)cc1OC (centres undefined),/,-17%,-24%
COc1ccc2c(c1)C1NC(=S)N[C@@](C)(O2)C1C(=O)Nc1ccccc1 (some centres undefined),4%,?,-1%
Cn1nc(C(=O)OCC(=O)Nc2cccc(S(=O)(=O)N3CCCC3)c2)c2ccccc2c1=O,1%,-27%,12%
N#CC[C@H](Cc1ccccc1)N1CCN(CCc2ccccc2)CCC1=O,/,?,0%
O=C(Nc1ccc(F)cc1)c1ccc(-n2cncn2)c([N+](=O)[O-])c1,1%,?,1%
COc1ccc(Cl)cc1NC(=O)CN(C)C(=O)Cc1ccsc1,0%,7%,0%
Cc1ccc(Nc2cc(C)nn2-c2nc(C)cc(=O)[nH]2)cc1,9%,0.56µM*,-1%
CNC(=O)c1cc2c(s1)-c1ccccc1CC2,0%,-3%,-3%
CC(C(=O)Nc1ccccc1C(F)(F)F)N1CCN(C)CC1 (centres undefined),/,-25%,-1%
O=C(CC(=O)Nc1ccc(Br)cc1)Nc1ccc(Br)cc1,/,10%,-4%
CC(=O)N1CCc2cc(S(=O)(=O)CCC(=O)N3CCN(c4ccccn4)CC3)ccc21,0%[56.1 µM],?,-4%
CC1(C)Cc2c(cnn2-c2ccc(F)cc2)C(NC(=O)CN2CCCCC2=O)C1 (centres undefined),9%,8%,-3%
CCC(=O)N1CCc2cc(Br)cc(S(=O)(=O)C3(C(=O)OC)CC3)c21,-1%,-18%,3%
O=C(Nn1c(C2CCC2)nc2ccccc2c1=O)C1CCC1,1%,-11%,-1%
CCOC(=O)Cn1nc(-c2ccc(F)cc2)oc1=O,5%,5%,-4%[0.501 µM]
COc1ccc(NC(=O)CCCc2c[nH]c3ccccc23)cc1OC,5%,-3%,-4%
CC(=O)Nc1nnc(SCc2ccc(C(=O)Nc3ccccc3F)cc2)s1,3%,-19%,-7%
Cc1ccc(NC(=S)N2CCC(NC(=O)c3ccc(F)cc3)CC2)cc1C,8%,-27%,-1%
COC(=O)CN1C(=O)CSc2ccc(S(=O)(=O)Nc3cccc(C)c3C)cc21,6%,?,1%
COc1ccc(S(=O)(=O)N(CC(=O)Nc2ccc3c(c2)OCO3)c2ccc(C)cc2)cc1,/,?,-12%
O=C(COC(=O)c1ccc[nH]c1=O)Nc1cc(S(=O)(=O)N2CCCCCC2)ccc1Cl,2%,30%[activator],-1%
COc1ccc(CCC(=O)NNC(=O)c2ccc(OC)cc2)cc1,-6%[0.0935 µM],-7%,-4%
COc1ccc(Nc2nc(N)nc(COc3ccc(OC)cc3)n2)cc1,7%,-12%,-6%
N/C(=N\OC(=O)c1ccc(F)cc1)c1cccc([N+](=O)[O-])c1,/,-23%,-12%
COCCCNC(=S)N(Cc1ccccc1)Cc1ccccc1,-2%,-29%,-3%
C/C(CCC(C)C)=N\NC(=O)COc1ccccc1-c1ccccc1,3%,-6%,-13%
COc1cc(C(=O)NCc2ccco2)cc(OC)c1OC,0%,-3%,-2%
O=C(COC(=O)CN=C1NS(=O)(=O)c2ccccc21)Nc1ccccc1OC(F)F,2%,-9%,-14%
Cc1ccc2nc(-c3ccc(-c4ccccn4)s3)cn2c1,/,?,-17%
Cc1nc(SCc2nc3ccc(C(F)(F)F)cc3[nH]2)c2oc3ccccc3c2n1,1%,/,-9%
Cc1cccc(N2CCN(C(=O)c3nn(C)c4c3CS(=O)(=O)c3ccccc3-4)CC2)c1C,5%&1%,16µM*,-6%&-4%
Cn1nnnc1SCCNCc1ccc(OCc2ccc(Cl)cc2)cc1,8%,/,-1%
# Further results
SMILES,TDP1 block,DT40 TDP1 no CPT,KAT2A inh
COCCNC(=O)c1ccc2c(c1)N(Cc1cccc(Cl)c1)C(=O)c1ccccc1S2=O (centres undefined),-1%,?,-3%
CCOC(=O)N1CCC(NS(=O)(=O)c2ccc(C)c(Cl)c2)CC1,4%,6.5µM*,-1%
CCOC(=O)c1c(NC(=O)COc2ccc3ccc(=O)oc3c2)sc(C(=O)N(C)C)c1C,0%,-19%,0%
C[C@H](NC(=O)c1ccc(Cl)cc1)C(=O)NCCc1ccc(S(N)(=O)=O)cc1,-3%,-18%,-4%
Cc1c(C(=O)O)cccc1-n1c(C)cc(/C=C(/C#N)C(=O)NCc2ccccc2)c1C,-2%,-13%,-21%
CC(C)(C)OC(=O)C[C@H]1C/C=C\C[C@@H](CC(=O)NCCO)C(=O)NC[C@H](c2ccccc2)OC1=O,2%,-15%,2%
C[C@H](NC(=O)Cc1cc(F)cc(F)c1)C(=O)N[C@@H](C(=O)OC(C)(C)C)c1ccccc1,4%,/,37%[activator]
O=C(Cc1ccc(Br)cc1)Nc1ccc(Cl)cc1,2%,-24%,-6%
C=C(C)CNC(=S)N1CCNC(=O)C1CC(=O)OC (centres undefined),0%,-26%,3%
Cc1ccc(NC(=O)c2cnccn2)cc1,3%,-16%,-2%
O=C(NCCc1ccc(Cl)cc1)C1CCN(S(=O)(=O)N2CCCCC2)CC1,3%,?,-5%
CCC(=O)NCCNc1nc2cc(C)c(C)cc2cc1C#N,1%,-14%,-27%
CCS(=O)(=O)N1CCC(C(=O)NCCC(C)C)CC1,8%,0%,0%
COc1ccccc1CN1C(=S)SC(C)(C)C1NO (centres undefined),-5%,-22%,-2%
Cc1[nH]n(-c2ccccc2)c(=O)c1N=Nc1cccc(Cl)c1,/,?,-17%
Cc1n[nH]c(=O)nc1NCc1ccc(Cl)cc1,10%,-19%,-4%
Brc1ccc(OCCOCCN2CCOCC2)cc1,1%,-6%,-17%
Cc1ccc(C(=O)NCCCNCCCNC(=O)c2ccc(C)nc2)cn1,-8%[56.1 µM],-2%,-9%
COc1ccc(CC(=O)Nc2ccc3nc(C)sc3c2)cc1OC,3%,-3%,3%
Cc1ccc(-n2c(=O)c(C#N)cc3c(=O)n4cccc(C)c4nc32)cc1,7%,-7%,-7%
CCc1c(C)nc(SCC(=O)N2CCN(c3ccccc3OC)CC2)[nH]c1=O,-10%&9%,-8%&0%,-3%&3%
CC(C)Oc1ccc(CNC(=O)c2ccc(Cn3c(=O)c4cccn4c4cccnc43)cc2)cc1,-3%,0.46µM*,1%
Cc1cc(C)nc(-n2nc(C)cc2NC(=O)c2cccc(S(=O)(=O)N(C)C)c2)n1,2%,-8%,-4%
CCCOc1ccc(C(=O)NNC(=O)CCNC(=O)c2ccco2)cc1OC,0%,-1%,-14%
Cc1ccc(S(=O)(=O)N2CCN(C(=O)COC(=O)c3ccc(O)cc3)CC2)c(C)c1,/,?,0%
c1ccc(CN2CCN(c3cnc4ccccc4n3)CC2)cc1,/,?,3%
O=C(Nc1ccccn1)c1ccc(C(=O)c2ccccc2)cc1,-2%[0.505 µM],?,-4%
COc1ccc(-n2c(/C=C3\C(=O)N(C)c4ccccc43)nc3ccccc3c2=O)cc1,/,?,38%[activator]
Cc1ccc(S(=O)(=O)NCC(=O)N(CC(=O)NCC2CCCO2)Cc2ccccc2)cc1 (centres undefined),7%,-19%,2%
Cn1nc(C(F)(F)F)c(CN2CC(C)(C)C2=O)c1N1CCOCC1,3%,-5%,0%
CN(C)c1cccc(O)c1,3%&12%,-4%,-1%
O=S(=O)(c1cccc(NC(=S)N2CCN(c3ccc(F)cc3)CC2)c1)C(F)F,3%,-67%,-4%
CCOc1ccc2c(c1)C(=O)C(=O)N2CC1COc2ccccc2O1 (centres undefined),/,0.82µM*,0%
CCOc1ccccc1NS(=O)(=O)c1ccc2c(c1)NC(=O)CCS2,3%,-23%,-6%
Cc1c(C(=O)O)oc2ccc(S(=O)(=O)N3CCCC3)cc12,5%,10%,-1%
O=C(NN1C(=O)/C(=C/C=C/c2ccco2)SC1=S)c1ccncc1,/,-4%,-10%
CCCCN1C(=O)/C(=c2\sc3nc(=O)c(-c4ccccc4)nn3c2=O)c2ccccc21,1%,-2%,-24%
NC(=O)C1CCCN(CC(=O)Nc2cc(S(=O)(=O)N3CCOCC3)ccc2N2CCCC2)C1 (centres undefined),0%,-13%,-4%
CCCCOc1ccc(C2c3c(-c4ccccc4O)n[nH]c3C(=O)N2Cc2ccncc2)cc1OC (centres undefined),9%,23µM*,-6%
Cc1ccc(OCc2cnc(Cl)s2)c(C)c1,-9%,-8%,3%
Cc1cc(NC(=O)OC2CCCCC2)ccc1[N+](=O)[O-],1%,?,4%
Cc1ccccc1OCC(=O)NCCC1=CCCCC1,5%,?,-1%
CC1=C(C(=O)Nc2ccc(Cl)cc2)C(c2ccccc2)n2ncc(C(=O)Nc3ccccc3)c2N1 (centres undefined),7%,15µM*,-4%
COc1ccc(CC(=O)Nc2ccc3nc(Nc4cccc(Cl)c4)cc(C)c3c2)cc1,2%,5.8µM*,-10%
CCC(C)N(C)C1CCN(C(=S)Nc2cccc(OC)c2)CC1 (centres undefined),5%,0%,-6%
Cn1c(SCC(=O)Nc2nccs2)nnc1-c1ccc(S(=O)(=O)N2CCCC2)cc1,7%,-19%,-4%
COc1cc(S(=O)(=O)NCCc2ccc3c(c2)OCO3)ccc1-n1cnnn1,8%,-18%,-8%
COc1ccc(-c2nnc(NC(=O)CSc3ccc(Cl)cc3)s2)cc1OC,0%,6%,-1%
CCCN(CCC)CC(O)Cn1cc(/C=C/C(=O)c2ccc(OCC)cc2)c2ccccc21 (centres undefined),8%,5.2µM*,-13%
COc1ccc(-c2nnc(SCC(=O)N3CCCC3)o2)c(OC)c1,/,-18%,-1%
COCc1c(C(=O)N2CCN(c3ncccn3)CC2)oc2ccccc12,-1%,?,-5%

# In a second layout: entries from further up
# Under each structure: TDP1 block | DT40 TDP1 no CPT | KAT2A inh
CCc1c(C)nc(SCC(=O)N2CCN(c3ccccc3OC)CC2)[nH]c1=O
  -10%&9% | -8%&0% | -3%&3%
CC(C)Oc1ccc(CNC(=O)c2ccc(Cn3c(=O)c4cccn4c4cccnc43)cc2)cc1
  -3% | 0.46µM* | 1%
Cc1cc(C)nc(-n2nc(C)cc2NC(=O)c2cccc(S(=O)(=O)N(C)C)c2)n1
  2% | -8% | -4%
CCCOc1ccc(C(=O)NNC(=O)CCNC(=O)c2ccco2)cc1OC
  0% | -1% | -14%
Cc1ccc(S(=O)(=O)N2CCN(C(=O)COC(=O)c3ccc(O)cc3)CC2)c(C)c1
  / | ? | 0%

# Screening data from PubChem BioAssay.

# This is a subset; count on the stated rates, not on these rows.
